# Mtb RmlCD inh – blocks M. tuberculosis RmlC and RmlD coupled enzymes. actives 0.03% (n = 160,000). inhibition, % at 3.6 µM. AID 1533. P9WH09+P9WH11. RmlC+RmlD coupled enzyme assay, percent inhibition; primary screen in compound mixtures; in the data active means inhibition mostly above about 34%, no sharp cut-off; inconclusive means no clear call, values can overlap the other calls; inactive means mostly below about 22%; further: some results filed as inactive read as strong as hits
# Target sequence (P9WH09 whole entry, looked up): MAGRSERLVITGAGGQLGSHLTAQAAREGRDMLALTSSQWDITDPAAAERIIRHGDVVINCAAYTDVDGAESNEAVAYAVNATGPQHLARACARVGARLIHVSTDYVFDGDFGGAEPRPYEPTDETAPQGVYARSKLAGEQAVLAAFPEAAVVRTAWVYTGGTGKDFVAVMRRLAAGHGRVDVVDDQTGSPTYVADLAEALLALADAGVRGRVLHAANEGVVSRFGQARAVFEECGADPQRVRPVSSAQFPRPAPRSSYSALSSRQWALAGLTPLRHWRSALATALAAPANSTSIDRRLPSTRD
# Target sequence (P9WH11 whole entry, looked up): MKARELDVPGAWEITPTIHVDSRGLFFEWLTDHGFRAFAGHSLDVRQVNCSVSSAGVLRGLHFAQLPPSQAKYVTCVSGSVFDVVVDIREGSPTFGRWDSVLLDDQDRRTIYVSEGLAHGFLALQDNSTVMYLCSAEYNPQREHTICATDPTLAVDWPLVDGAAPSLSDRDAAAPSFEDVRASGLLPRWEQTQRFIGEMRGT
# M. tuberculosis GlmU – inhibition of mycobacterial GlmU enzyme – biochemical, glucosamine-1-phosphate acetyltransferase (AID 1376). M. tuberculosis GlmU acetyltransferase enzyme assay; higher % means a stronger effect. inhibition, %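 (tested at 30 µM in the primary screen)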; hits with a dose series show IC50 in µM. actives 0.25% (n = 220,000); in the data active means inhibition above about 13%; inconclusive means no clear call, values can overlap the other calls;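 further: 0% = complete reaction with vehicle and 100% = reaction without substrate; strong numbers were not always called active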
# Active calls of the source: *; u = inconclusive; x = not tested or not shown. Only part of the results is shown. The share of hits here may be higher or lower than overall.
# Sample of the layout, four compounds:
SMILES,Mtb RmlCD inh,M. tuberculosis GlmU
Cc1ccccc1N1CCN(Cc2nc(Cc3ccccc3F)no2)CC1,x,-0.3%
Nn1c(SCC(=O)N2CCOCC2)nnc1-c1ccc(Cl)cc1Cl,-7.6,2.8%
O=C(CSc1cn(CCNC(=O)c2cccs2)c2ccccc12)NC1CCCCC1,-11.2,-3.7%
CN(CC(=O)NC1CCCc2ccccc21)S(=O)(=O)c1ccc2c(c1)c(=O)n(C)c(=O)n2C (centres undefined),x,-1.8%

# Main list (from the top)
SMILES,Mtb RmlCD inh,M. tuberculosis GlmU
Cc1ccccc1N1CCN(Cc2nc(Cc3ccccc3F)no2)CC1,x,-0.3%
Nn1c(SCC(=O)N2CCOCC2)nnc1-c1ccc(Cl)cc1Cl,-7.6,2.8%
O=C(CSc1cn(CCNC(=O)c2cccs2)c2ccccc12)NC1CCCCC1,-11.2,-3.7%
CN(CC(=O)NC1CCCc2ccccc21)S(=O)(=O)c1ccc2c(c1)c(=O)n(C)c(=O)n2C (centres undefined),x,-1.8%
CCc1ccc(C(=O)NNc2cc(Cl)ccc2Cl)cc1,8.5,-2.8%
CCOC(=O)CCc1c(C)c(C#N)c2nc3ccccc3n2c1-n1ccnc1C,x,0.0%
Cc1ccc(-n2[nH]c(C)c(C=Nc3ccc(S(=O)(=O)Nc4nc(C)cc(C)n4)cc3)c2=O)c(C)c1,-4.6,0.4%
Cc1cnc(NS(=O)(=O)c2ccc(Cl)cc2)c(Br)c1,2.3,-1.1%
CCc1ccc(-c2csc(NC(=O)C3=NN(c4ccccc4)C(=O)CC3)n2)cc1,x,0.3%
Cc1ccc(S(=O)(=O)N/N=C/c2cccn2-c2ccc(Cl)cc2)cc1,7.3,-3.4%
COCCNC(=S)N1CCN(Cc2cccc(OC)c2)CC1,2.6,0.0%
O=C(O)CCC(=O)Nc1ccc(Br)cn1,x,1.8%
Cc1onc(C(=O)N2C(C)CCCC2C)c1[N+](=O)[O-] (centres undefined),x,2.2%
COc1cc2c(cc1NC(=O)CCCCCN1C(=O)CCC1=O)oc1ccccc12,x,1.6%
Nc1nnc(CSc2ccc(Cl)cc2)s1,x,1.4%
Cc1ccc(Oc2nc3ccccc3n3c(C)nnc23)c(C)c1,9.2,1.6%
Cc1cnc(CN2CCCC(C(=O)c3ccc4c5c(cccc35)CC4)C2)[nH]1 (centres undefined),10.4,-12.7%
O=C(NCc1ccc(F)cc1)c1cc2c(s1)CCCC2,x,0.5%
O=C(Nc1ccc2c(c1)OCO2)C1CC(=O)N(c2ccc3c(c2)OCCO3)C1 (centres undefined),5.7,-4.3%
CCOC(=O)C1CCCN(C(=O)COc2ccccc2O)C1 (centres undefined),x,1.3%
Cc1ccc(OCC(=O)c2c[nH]c3ccccc23)c([N+](=O)[O-])n1,9.4,4.8%
Cc1cc(C)c(S(=O)(=O)N2C=CC(C(F)(F)F)=NCC2)c(C)c1,8.1,-4.2%
Cc1ccc(NC(=S)N(CCC(C)C)C(C)c2ccncc2)c(Cl)c1 (centres undefined),8.9,-3.4%
O=S(=O)(Nc1nc2ccccc2s1)c1ccc(Cl)s1,-22.6,-1.3%
COc1ccc(CCNC(=O)Nc2cccc([N+](=O)[O-])c2)cc1,8.1,1.4%
CCOC(=O)C1CCN(c2c(NC3CCCc4ccccc43)c(=O)c2=O)CC1 (centres undefined),x,-5.2%
CCN1CCCC(Sc2nc3c([nH]2)c(=S)n(C)c(=O)n3C)C1 (centres undefined),5.4,2.2%
O=C1/C(=C/c2ccccc2)N=C(N2CCOCC2)N1c1cccc(Cl)c1,x,3.4%
Cc1ccc(S(=O)(=O)N2CCC(C)CC2)c([N+](=O)[O-])c1,19.9,2.0%
COc1cc(OC)c(C2C(C(=O)N3CCOCC3)=C(C)NC3=C2C(=O)CC(C)(C)C3)cc1OC (centres undefined),7.3,x
Cc1ccc(C(=O)NC(O)C(Cl)(Cl)Cl)cc1 (centres undefined),-7.9,1.2%
COc1ccc(OC)c(S(=O)(=O)N2CCC(C(=O)NCCC3=CCCCC3)CC2)c1,5.4,x
COc1ccc(C2CC(c3cc(OC)ccc3OC)n3nnnc3N2)cc1 (centres undefined),-9.9,3.4%
O=C(Cc1ccccc1)N/N=C/c1cccn1-c1ccc([N+](=O)[O-])cc1,3.5,-2.7%
COc1c(Br)cc(Br)cc1/C=N/n1c(C)nnc1C,x,1.4%
O=C(CCN1c2ccccc2Sc2ccccc21)Nc1ccccc1,0.7,0.5%
O=C(CCCC1=NS(=O)(=O)c2ccccc2N1)N1CCC2(CC1)OCCO2,10.4,3.0%
O=C(N/N=C/c1ccco1)c1cccc([N+](=O)[O-])c1,x,9.5%
CC1CCCCN1S(=O)(=O)c1ccc(C(=O)Nc2sccc2C(N)=O)cc1 (centres undefined),8.7,-4.3%
Cc1nc2cc(F)ccc2n1C1CCN(C(=O)c2ccc(F)cc2F)CC1,8.6,2.6%
O=C(N/N=C/c1ccccn1)c1cc([N+](=O)[O-])cc([N+](=O)[O-])c1,-11.1,0.8%
CC(=O)c1cccc(NC(=O)C2CCCN(S(C)(=O)=O)C2)c1 (centres undefined),-3.3,-4.4%
N#Cc1ccc(C23CC4CC(CC(C4)C2)C3)[nH]c1=O,-7.7,-1.2%
Cc1c(/C=N\NC(=O)c2csc3ccccc23)cnn1C,76.6,1.9%
COc1ccc(/C=C2\SC(=NCc3ccccc3)NC2=O)cc1,3.0,7.5%
Cc1ccc(-c2csc3ncn(CC#N)c(=O)c23)cc1,-13.9,-4.5%
COc1c(O)cc2c(c1O)C(=O)CC(c1ccccc1)O2 (centres undefined),-4.7,-0.6%
Cc1ccc(SC(C)C(=O)NCCC2=CCCCC2)cc1 (centres undefined),-8.3,0.5%
Cc1ccc(C2=CSC3=NNC4(CCCCC4)NN23)cc1,-10.1,4.8%
CC(C)C(NS(=O)(=O)c1cccc2nsnc12)C(=O)N1CCn2c1nc1ccccc12 (centres undefined),-7.5,0.3%
O=C(CC1Sc2ccccc2NC1=O)NNC(=O)Nc1ccc(Cl)cc1 (centres undefined),-4.5,-0.3%
CC1CCC(=NNC(=O)Cc2ccccc2)CC1 (centres undefined),x,0.4%
O=C(NCc1ccco1)c1cc2sccc2n1Cc1ccc(F)cc1,x,0.9%
COC(C[C@@H]1O[C@@H]1C(=O)COCc1ccccc1)OC,x,-2.1%
C=CCN1C(=O)CN=C1NCc1ccccc1,x,1.6%
C/C(=N\NC(=O)COc1cccc(Cl)c1)c1ccc2c(c1)OCCO2,x,8.1%
Cc1ccc2[nH]cc(CCNC(=O)Nc3ccccc3)c2c1,5.1,-2.1%
CN1c2ccccc2N(C)C1(C)c1cccc2ccccc12,x,0.5%
COc1ccc(Cn2c(SCc3ccccc3C)nc3cc(OC)c(OC)cc3c2=N)cc1,0.8,0.5%
O=C(Nc1ccc(S(=O)(=O)C(F)F)cc1)c1cccc(S(=O)(=O)N2CCOCC2)c1,u,-1.4%
# (continued)
SMILES,Mtb RmlCD inh,M. tuberculosis GlmU
Cn1c(=O)c([N+](=O)[O-])c(NCc2ccccc2Cl)c2ccccc21,2.1,-1.6%
Cc1ccccc1OCCCn1c(CO)nc2ccccc21,6.2,1.8%
FC(F)(F)c1cccc(-c2nnc(-c3ccccc3)c(N3CCOCC3)n2)c1,-6.4,-1.9%
CC(C)(C(=O)c1ccccc1)/[N+]([O-])=C/c1ccccc1F,x,3.3%
Cc1ccn(-c2n[nH]c(C)c2[N+](=O)[O-])n1,4.1,-3.7%
CCN1C(=O)C(CC(=O)Nc2c(C)cccc2C)Nc2cc(S(=O)(=O)N(C)C)ccc21 (centres undefined),-6.7,-0.4%
COc1ccccc1/C=C/C=N/N1CCN(Cc2ccccc2)CC1,x,-4.0%
COc1cc(/C=C(/C#N)c2nc3ccccc3[nH]2)ccc1OCc1ccc(C(=O)O)o1,x,21.3%
CCOC(=O)c1sc2nc(CSCC(=O)OCc3ccc(C(=O)OC)o3)[nH]c(=O)c2c1C,9.2,-1.6%
Cc1cc(NC(=O)Cn2nc(C(F)(F)F)c3c2CCC3)no1,-7.3,-5.7%
COc1ccccc1NC(=O)c1sc(NC(=O)c2ccco2)c(C#N)c1C,57.2,-2.8%
O=C(/C=C\Nc1cccc(F)c1)c1cccs1,9.8,-2.3%
COc1cc(OC)cc(-c2nc(N)n[nH]2)c1,1.6,-2.3%
CC(=O)c1ccc(OCc2ncc(C(F)(F)F)cc2Cl)cc1,10.2,-2.7%
COc1ccc(NC(=S)N2CCCC2)cc1OC,-10.0,-2.2%
CCc1ccc(-c2ccc(SCC(=O)Nc3nnc(C)s3)nn2)cc1,-8.1,-3.3%
O=C(OCn1nnc2ccccc2c1=O)c1cc(-c2ccccc2Cl)nc2ccccc12,3.9,-1.0%
CCOc1ccc(NC(=O)CN(C)CC(=O)Nc2cccc(Cl)c2C)cc1OCC,x,8.0%
Cc1cnc(CNC(=O)c2ccc(OC3CCN(C(=O)C4CC4)CC3)cc2)cn1,-14.2,1.4%
COc1cc(CN2CCCC(CO)(Cc3cccc(Cl)c3)C2)cc2c1OCO2 (centres undefined),-3.6,2.1%
COc1ccc(NC(=O)C(CC(=O)O)C(C)c2ccccc2)cc1 (centres undefined),-7.5,-0.3%
COc1ccc2cc(CO)c(Cl)nc2c1,6.4,-3.1%
Cc1nc(N2CCN(S(=O)(=O)c3ccc(F)cc3)CC2)c2c(C)c(C)sc2n1,x,0.3%
O=[N+]([O-])c1ccccc1/C=N\N1CCN(c2ccccc2)CC1,-40.8,2.0%
O=C(Nn1c(C2CCCCC2)nc2ccccc2c1=O)c1cc(Cl)ccc1[N+](=O)[O-],2.1,7.2%
O=C(CSc1nc2c(c(=O)n1-c1ccc(Br)cc1)SCC2)NCc1ccco1,3.1,6.4%
COc1ccc(S(=O)(=O)Nc2ccc(S(=O)(=O)Nc3nc(C)cc(C)n3)cc2)cc1OC,-9.5,4.4%
C/C=C/c1ccc(OCCCNCC(C)O)c(OC)c1 (centres undefined),14.6,-5.6%
COc1ccc(CCNS(=O)(=O)c2cn(C)c(=O)n(C)c2=O)cc1OC,x,6.9%
CCCCC(=O)Nc1nnc(C)s1,10.1,-2.3%
CC(=O)NCC(=O)N(Cc1ccco1)C1(C(=O)NC2CCCCC2)CCCCC1,x,-3.2%
Cc1ccsc1C(=O)OCC(=O)NCc1ccco1,x,0.1%
COc1cc2c(cc1OC)-c1cc(NC3CCCC3)nc(=O)n1CC2,-13.9,4.8%
COCc1cc(C)nc(SCC(=O)Nc2ccc3c(c2)OCO3)c1C#N,x,-0.9%
Cc1ccc(C(=O)O/N=C\c2ccc(N3CCCCC3)c([N+](=O)[O-])c2)cc1,3.9,2.0%
O=C(COC(=O)CCCNC(=O)c1ccc(Cl)cc1)Nc1cc(Cl)ccc1Cl,x,-2.5%
CC(=O)c1ccc(NC(=O)COC(=O)c2c3c(nc4ccccc24)/C(=C\c2cccs2)CCC3)cc1,-10.2,0.6%
C/C=C(\C)C(=O)N1CC2(CC(c3cccc(NC(=O)COc4ccc(Cl)cc4)c3)=NO2)C[C@@H]1C(N)=O (some centres undefined),4.2,2.1%
CCC(C(=O)Nc1ccc(OC)c(Cl)c1)c1ccccc1 (centres undefined),-4.5,-4.7%
O=C(Nc1nnc(-c2cccnc2)o1)c1ccccc1Cl,-5.4,-0.2%

# Some of the entries so far, as labelled records.
Structure: COc1cc2c(cc1OC)-c1cc(NC3CCCC3)nc(=O)n1CC2
  Mtb RmlCD inh = -13.9
  M. tuberculosis GlmU = 4.8%

Structure: COCc1cc(C)nc(SCC(=O)Nc2ccc3c(c2)OCO3)c1C#N
  Mtb RmlCD inh = x
  M. tuberculosis GlmU = -0.9%

Structure: Cc1ccc(C(=O)O/N=C\c2ccc(N3CCCCC3)c([N+](=O)[O-])c2)cc1
  Mtb RmlCD inh = 3.9
  M. tuberculosis GlmU = 2.0%

Structure: O=C(COC(=O)CCCNC(=O)c1ccc(Cl)cc1)Nc1cc(Cl)ccc1Cl
  Mtb RmlCD inh = x
  M. tuberculosis GlmU = -2.5%

# Next section:
SMILES,Mtb RmlCD inh,M. tuberculosis GlmU
O=C(O)c1ccc2c(c1)CCC2,7.4,3.5%
CCCS(=O)(=O)N1CCCC(C(=O)NCCCN(C)Cc2ccccc2)C1 (centres undefined),6.2,1.0%
O=C(CCc1nc2ccccc2[nH]c1=O)OCC(=O)N1CCc2ccccc21,-2.4,-5.9%
Cc1nc(SCC(=O)Nc2ccc(C)c(F)c2)c2oc3ccccc3c2n1,-8.5,-1.5%
COc1cc(C(=O)NC(=S)Nc2ccccc2[N+](=O)[O-])cc(OC)c1OC,x,-2.4%
O=C(O)c1oc2ccccc2c1CSCc1ccccc1,-4.5,6.0%
CCOc1ccc(-c2nnc(SCC(=O)N(CC)CC)n2N)cc1,x,-1.3%
O=C(NCc1cccnc1)/C(=N\O)c1ccccc1,x,2.1%
CCOC(=O)CN1C(=O)C(C)(C)Oc2ccc(C(=O)NC(C)(C)CC)cc21,10.6,-10.0%
O=C(NCC(=O)N(CCN1CCOCC1)C(C(=O)NC1CCCC1)c1ccccc1)c1cccs1 (centres undefined),-2.2,2.1%
CCOc1ccc(Nc2ncnc3ccc([N+](=O)[O-])cc23)cc1,2.2,-3.7%
CC1=C(OC(=O)c2ccccc2)C(C)(C)C(c2ccc(Br)cc2)OC1=O (centres undefined),-7.4,-2.8%
Cc1ccnc(N2CCC(C(=O)Nc3nnc(C)s3)CC2)n1,10.7,3.4%
O=C(Cn1nc(Cc2cccnc2)c2ccccc2c1=O)NCc1ccc(F)cc1,7.8,-0.1%
O=C(Nc1ccc(F)cc1)Nc1ccccc1C(=O)NCCN1CCNC1=O,-2.2,3.9%
Cc1ccc2nsnc2c1NC(=O)c1cccc([N+](=O)[O-])c1,-5.3,5.7%
COc1nc(SC)nc(Cl)c1Cc1ccc(OC(C)C)cc1,4.7,-3.8%
Cc1cccc2cc(CN(CCCO)C(=O)Nc3cccc(Cl)c3)c(=O)[nH]c12,-9.4,-0.3%
